Screening data from PubChem.
MsrA inhibitor – inhibits bovine methionine sulfoxide reductase A; inhibition, % at 15.5 µM; 360,000 tested, 0.75% active; purified bovine MsrA, absorbance read-out; in the data active = inhibition above about 4.5%;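 also: 0% = vehicle wells with enzyme and 100% = reference inhibitor wells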
Tb MetRS inh – Trypanosoma brucei MetRS inhibition; purified T. brucei MetRS, ATP depletion, Kinase-Glo luminescence; inhibition, % at 11.9 µM; AID 624268; 360,000 tested, 0.4% active;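 active = inhibition above a per-plate cutoff of the control wells' mean inhibition plus 3 SD, cut at about 5.5% in these data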;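 also: 0% = DMSO wells median and 100% = median of wells with control inhibitor compound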
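Material – parasite MetRS enzyme · Medium – HEPES-MgCl2-KCl buffer plus DTT, spermine, BSA, pyrophosphatase · Reagent – ATP, methionine and E. coli bulk tRNA substrates · Times – 15 min enzyme-compound preincubation, 2 h reaction, 10 min detection, 25 °C · Measured by – luminescence of leftover ATP · Evaluation – percent inhibition relative to median high and low control wells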
Rpn11 block – blocks the human proteasome subunit Rpn11; O00487; calls only at 20 µM; 360,000 tested, 0.59% active; AID 588493; human 26S proteasome, Ub4-pepOG fluorescence polarization; 20S core pre-blocked with epoxomicin;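 active = inhibition at 20 µM, scaled to each plate's controls, above about 33%, limit read from the data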
LMPTP inh – blocks human LMPTP phosphatase; inhibition, % at 20 µM; 360,000 tested, 0.22% active; recombinant LMPTP-A, OMFP fluorogenic substrate, fluorescence intensity; AID 651560;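 active = compounds that cut the enzyme signal by at least half of the control window in the single-dose screen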;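 also: plate controls were DMSO wells with enzyme plus substrate for no effect and substrate without enzyme for full effect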
Target sequence (P24666 whole entry, looked up): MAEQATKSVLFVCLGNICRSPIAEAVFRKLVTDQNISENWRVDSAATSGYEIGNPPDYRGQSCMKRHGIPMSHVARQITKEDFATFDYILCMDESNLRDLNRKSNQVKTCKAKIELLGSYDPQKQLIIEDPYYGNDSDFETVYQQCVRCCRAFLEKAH
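Test system: LMPTP-A, protein tyrosine phosphatase of low molecular weight; Input: 0.625 nM enzyme; Incubation: 50 min dark incubation at room temperature; Signal: endpoint fluorescence intensity from OMFP dephosphorylation; Read-out basis: % inhibition versus control wells.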
CSN deneddyl inh – inhibitors of human CSN-mediated cullin deneddylation. Q92905. Purified CSN, SCF-Nedd8-OG deneddylation, fluorescence polarization. inhibition, % at 12.5 µM. 360,000 tested, 0.38% active;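 active = pattern-corrected inhibition above about 35%, with an unprinted fluorescence ratio check between 0.5 and 1.5, limit read from the data, passing the limit was not always enough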;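 also: 0% = enzyme with substrate and 100% = substrate without enzyme; some results filed as inactive read as strong as hits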
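Assay system: purified human Csn5 enzyme expressed in HEK293T cells; Input: 0.24 nM Csn5 enzyme, final concentration; Reagent: 10 nM SCFSkp2-Nedd8OG; Compound dosing: 12.5 µM single point; Times: reaction 90 min, room temperature; Technique: fluorescence polarization readout.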
NadD inh – blocks S. aureus nicotinate mononucleotide adenylyltransferase. purified NadD enzyme, colorimetric absorbance read-out. inhibition, % at 20 µM. 360,000 tested, 0.78% active; in the data active = inhibition above about 26%; also: some compounds past the cut are filed as inactive
STEP block – blocks human striatal-enriched tyrosine phosphatase; inhibition, % at 20 µM; P54829; recombinant STEP, OMFP fluorogenic substrate, fluorescence; 360,000 tested, 0.25% active;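 active = inhibition at 20 µM, scaled per plate between control wells, above about 37%, limit read from the data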;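 also: 0% = DMSO with enzyme and substrate and 100% = substrate only without enzyme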
Target sequence (P54829 whole entry, looked up): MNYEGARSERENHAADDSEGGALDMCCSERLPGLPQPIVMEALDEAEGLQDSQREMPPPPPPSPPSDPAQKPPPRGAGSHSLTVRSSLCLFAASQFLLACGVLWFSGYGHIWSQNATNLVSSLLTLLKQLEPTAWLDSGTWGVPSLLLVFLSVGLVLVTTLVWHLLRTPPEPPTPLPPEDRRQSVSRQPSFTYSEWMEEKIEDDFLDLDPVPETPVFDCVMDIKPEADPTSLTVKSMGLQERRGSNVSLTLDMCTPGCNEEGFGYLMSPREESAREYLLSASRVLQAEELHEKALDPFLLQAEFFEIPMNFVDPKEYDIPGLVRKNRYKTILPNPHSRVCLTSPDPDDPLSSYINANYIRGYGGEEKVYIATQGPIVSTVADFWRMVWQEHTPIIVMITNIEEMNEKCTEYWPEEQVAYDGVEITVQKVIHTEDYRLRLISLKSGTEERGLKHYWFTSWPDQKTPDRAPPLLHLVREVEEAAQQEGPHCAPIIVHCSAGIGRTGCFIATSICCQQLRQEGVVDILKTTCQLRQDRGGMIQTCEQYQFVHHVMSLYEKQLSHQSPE
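Material: STEP (striatal-enriched tyrosine phosphatase) enzyme, cell-free | Medium: 50 mM Bis-Tris pH 6.0 with 2.5 mM DTT and 0.005% Tween 20 | Read-out: Percent inhibition scaled to no-enzyme and uninhibited-enzyme controls, plate-pattern corrected | Signal: Fluorescence read at 480 nm ex / 540 nm em | Times: 20 min reaction, room temperature, in the dark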
SUMO1-SIM PPI – SUMO1-SIM interaction modulation | SUMO1 binding to a labelled peptide, TR-FRET, 1 h | inhibition, % at 20 µM | 360,000 tested, 0.33% active | AID 602429; in the data active = inhibition above about 37%
Target sequence (P63165 whole entry, looked up): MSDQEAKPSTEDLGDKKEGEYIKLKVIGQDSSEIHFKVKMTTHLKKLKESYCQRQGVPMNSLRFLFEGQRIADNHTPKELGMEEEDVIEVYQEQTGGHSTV
DNMT1 inh – DNMT1 (human) enzyme inhibition; inhibition (reported as % activation of signal), % at 10 µM; 360,000 tested, 0.83% active; P26358; DNMT1 molecular beacon, Hinp1I cleavage, fluorescence; AID 588458; in the data active = inhibition above about 50%
Scp-1 inhibitor – inhibitors of human Scp-1 phosphatase. 340,000 tested, 0.88% active. AID 493091. Recombinant Scp1, phosphopeptide, malachite green phosphate absorbance. inhibition, % at 20 µM. Q9GZU7;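 active = inhibition above about 50% at 20 µM, limit read from the data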;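 also: plate controls were DMSO wells with enzyme for no effect and wells lacking enzyme for full effect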
Target sequence (Q9GZU7 76-261 limits assumed): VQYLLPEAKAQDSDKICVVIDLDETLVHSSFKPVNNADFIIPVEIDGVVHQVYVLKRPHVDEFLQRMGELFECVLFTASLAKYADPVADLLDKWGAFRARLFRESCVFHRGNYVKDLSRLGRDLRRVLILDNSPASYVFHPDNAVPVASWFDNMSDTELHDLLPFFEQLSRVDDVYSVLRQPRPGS
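Material: truncated SCP-1 phosphatase (76-261aa) / Buffer or medium: 50 mM Tris acetate pH 5.5, 0.005% Tween-20, 10 mM MgCl2 / Compound dosing: one concentration, 20 µM, with 1.0% DMSO / Incubation: 45 min room-temperature reaction, 5 min colour, 30 min stabiliser / Detection: colorimetric free-phosphate detection, absorbance 630 nm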
An asterisk follows results filed as active; i = inactive; · = not tested or not shown.

# | molecule | MsrA inhibitor | Tb MetRS inh | Rpn11 block | LMPTP inh | CSN deneddyl inh | NadD inh | STEP block | SUMO1-SIM PPI | DNMT1 inh | Scp-1 inhibitor
1 | Cc1ccc(-c2nn3c(C)nnc3c3ccccc23)cc1S(=O)(=O)NCCN1CCOCC1 | 0.4 | -0.3 | i | -0.8 | 3 | -4 | -2 | 5 | 2 | -2
2 | COc1ccc(NC(=O)c2c[nH]c(=O)n(-c3ccc(C)c(C)c3)c2=O)cc1OC | 0.5 | -1.1 | i | 1.4 | 0 | 12 | -1 | 10 | 0 | -9
3 | C/C(=N\NC(=O)CCn1nnc2ccccc21)c1cccs1 | 0.5 | -0.7 | i | 0.5 | 1 | -1 | 1 | -7 | -4 | 2
4 | Cn1c(CNc2ccc(Cl)cc2)nc2ccccc21 | -1.6 | 0.9 | i | -0.4 | -4 | 8 | -2 | -1 | -2 | -3
5 | Cc1ccc(NC(=S)NCc2ccc(F)cc2)cc1 | 1.1 | -0.2 | i | 0.6 | 9 | 0 | 1 | 4 | 3 | 0
6 | O=C1/C(=C/c2cccnc2)CCc2c1[nH]c1ccccc21 | 1.7 | 1.2 | i | -0.3 | 3 | 4 | 5 | -27 | -9 | 1
7 | COc1ccc(-n2cnc3c(N)nc(N)nc32)cc1 | 0.9 | -0.2 | i | 0.5 | -6 | -3 | -2 | 5 | 2 | 0
8 | O=C(Nc1ccccc1N1CCOCC1)c1ccccc1NS(=O)(=O)c1ccc(F)c(F)c1 | 0.1 | -1.0 | i | 0.0 | 0 | 0 | 0 | 0 | 3 | 2
9 | COc1ccc(S(=O)(=O)N2Cc3ccccc3CC2C(=O)Nc2ccc(O)cc2)cc1OC (stereo not drawn) | 0.5 | -0.4 | i | 0.2 | 0 | -2 | 0 | 1 | -9 | -6
10 | Cc1ccccc1OCC(=O)NCC(C)(C)N1CCOCC1 | 0.1 | -0.2 | i | -10 | 5 | 2 | -1 | -27 | -2 | -13
11 | CC(C)c1ccc(-n2cnn(-c3ncccc3[N+](=O)[O-])c2=O)cc1 | -0.4 | -0.1 | i | -0.9 | -6 | -8 | 1 | -8 | -4 | -11
12 | O=C(Nc1cccc(S(=O)(=O)N2CCOCC2)c1)c1cc2ccccc2o1 | 3.2 | 0.6 | i | 0.8 | -2 | -7 | -1 | 4 | -1 | -4
13 | Cn1c(=O)n(C)c2cc(NC(=O)c3cc4ccccc4o3)ccc21 | 1.3 | -0.6 | i | 0.6 | -3 | 2 | -2 | -1 | 5 | -4
14 | O=C(O)c1cccc(S(=O)(=O)Nc2ccc(OCc3ccccc3)cc2)c1 | -0.3 | 0.5 | i | -0.7 | 6 | -5 | 5 | 5 | 1 | -3
15 | O=C(Cc1ccccc1)Nc1ncccn1 | -2.2 | 0.6 | i | -0.7 | -2 | -2 | -4 | 2 | 5 | -3
16 | COCCn1c(SCC(=O)Nc2cccnc2Cl)nc2cc(Cl)ccc2c1=O | 0.6 | -0.5 | i | -0.1 | 1 | -4 | 2 | -2 | 2 | -5
17 | Cc1ccc2cc(CNC(C)(C)C)c(=O)[nH]c2c1 | 1.5 | -1.0 | i | 0.8 | 1 | 10 | 3 | -4 | -5 | -3
18 | O=C(Nc1ccc(S(=O)(=O)Nc2ncccn2)cc1)c1ccc2ncsc2c1 | 0.3 | -0.3 | i | 7.2 | -1 | 8 | -5 | 25 | 1 | -5
19 | O=C(Nc1ccc(N2CCN(C(=O)c3ccc(Cl)cc3)CC2)cc1)c1ccc2c(c1)OCCO2 | -0.4 | -0.8 | i | 1.5 | 2 | 13 | 0 | -1 | -10 | 6
20 | CCOC(=O)c1cnn(-c2ccccc2)c1-c1ccncc1 | 0.8 | -0.7 | i | -0.6 | 3 | -4 | 0 | 3 | 1 | -7
21 | CN(C)/C=C(\C#N)C(=O)N/N=C/c1ccccc1 | 0.6 | -0.8 | i | -1.8 | -1 | 1 | 2 | -7 | -1 | -7
22 | O=C(CCc1ccc(O)cc1)c1c(O)cc(O)cc1O[C@@H]1O[C@H](CO)[C@@H](O)[C@H](O)[C@H]1O | 0.7 | 0.1 | i | -1.0 | 1 | 0 | -6 | -1 | 3 | -1
23 | CCc1ccc(NC(=O)CC2C(=O)N(c3ccc(C)cc3)C(=O)N2CCc2ccncc2)cc1 (stereo not drawn) | 1.1 | -0.4 | i | -1.7 | -3 | 5 | 1 | 2 | 0 | -4
24 | Cc1ccccc1-n1c(C)nnc1SCC(=O)N(C)C1CCS(=O)(=O)C1 (stereo not drawn) | -1.8 | -0.5 | i | -0.1 | -6 | -2 | 0 | -3 | 4 | -5
25 | O=C(NC(=S)NNS(=O)(=O)c1ccccc1)c1ccc([N+](=O)[O-])cc1 | 1.0 | -0.1 | i | -2.1 | 0 | 2 | 2 | -15 | 1 | -7

Record cards, from the list above:
Cc1ccc(NC(=S)NCc2ccc(F)cc2)cc1 in the list: MsrA inhibitor: 1.1; Tb MetRS inh: -0.2; Rpn11 block: i; LMPTP inh: 0.6; CSN deneddyl inh: 9; NadD inh: 0; STEP block: 1; SUMO1-SIM PPI: 4; DNMT1 inh: 3; Scp-1 inhibitor: 0
CC(C)c1ccc(-n2cnn(-c3ncccc3[N+](=O)[O-])c2=O)cc1 in the list: MsrA inhibitor: -0.4; Tb MetRS inh: -0.1; Rpn11 block: i; LMPTP inh: -0.9; CSN deneddyl inh: -6; NadD inh: -8; STEP block: 1; SUMO1-SIM PPI: -8; DNMT1 inh: -4; Scp-1 inhibitor: -11

Some of the entries so far, with two lines to a compound:
The line under a structure holds: MsrA inhibitor	Tb MetRS inh	Rpn11 block	LMPTP inh	CSN deneddyl inh	NadD inh	STEP block	SUMO1-SIM PPI	DNMT1 inh	Scp-1 inhibitor
#24 Cc1ccccc1-n1c(C)nnc1SCC(=O)N(C)C1CCS(=O)(=O)C1 (stereo not drawn)
 : -1.8	-0.5	i	-0.1	-6	-2	0	-3	4	-5
#16 COCCn1c(SCC(=O)Nc2cccnc2Cl)nc2cc(Cl)ccc2c1=O
 : 0.6	-0.5	i	-0.1	1	-4	2	-2	2	-5

The listing picks up; the two compounds before the break are reprinted first.
# | molecule | MsrA inhibitor | Tb MetRS inh | Rpn11 block | LMPTP inh | CSN deneddyl inh | NadD inh | STEP block | SUMO1-SIM PPI | DNMT1 inh | Scp-1 inhibitor
24 | Cc1ccccc1-n1c(C)nnc1SCC(=O)N(C)C1CCS(=O)(=O)C1 (stereo not drawn) | -1.8 | -0.5 | i | -0.1 | -6 | -2 | 0 | -3 | 4 | -5
25 | O=C(NC(=S)NNS(=O)(=O)c1ccccc1)c1ccc([N+](=O)[O-])cc1 | 1.0 | -0.1 | i | -2.1 | 0 | 2 | 2 | -15 | 1 | -7
26 | Cc1ccc(C(=O)N2CCCC(N3CCN(c4ccccc4F)CC3)C2)s1 (stereo not drawn) | -0.6 | 0.0 | i | -2.0 | 1 | 1 | -2 | 0 | 0 | 0
27 | Cc1cc(C)cc(OC(=O)N2CCOCC2)c1 | 0.6 | -0.4 | i | 0.1 | -3 | 2 | 5 | 1 | 10 | -12
28 | CCC(=O)c1ccccc1OCCSc1nc(C)cc(=O)[nH]1 | -1.0 | -0.9 | i | -2.1 | -3 | -1 | -3 | 3 | -3 | -3
29 | Cc1cccc(-c2cccc(NC(=O)C3CCCN(C(=O)c4ocnc4C)C3)c2)c1 (stereo not drawn) | 0.7 | -0.3 | i | 0.7 | 4 | -1 | -3 | 2 | -2 | -7
30 | COc1ccc(NC(=O)N(Cc2cc3ccc(OC)cc3[nH]c2=O)CC2CCCO2)cc1 (stereo not drawn) | 1.4 | -2.0 | i | 0.1 | -5 | 4 | 0 | 1 | -2 | 0
31 | CCOc1ccccc1NC(=O)C(Sc1ccccc1)c1ccccc1 (stereo not drawn) | 1.4 | -0.3 | i | 3.9 | -3 | -1 | 2 | -1 | -3 | -14
32 | N#C/C(C(=O)Oc1ccccc1)=C1/Nc2ccccc2-c2ccccc21 | 1.1 | -0.7 | i | 1.1 | -4 | 9 | 0 | -2 | 13 | -3
33 | Cc1ccc(/C=C2/SC(=S)N(CCCC(=O)Nc3ccc(O)cc3)C2=O)cc1 | 1.5 | 1.0 | i | -0.7 | -6 | 2 | 0 | -9 | -2 | -9
34 | O=C(CCN1C(=O)C2C3C=CC(C3)C2C1=O)Nc1nccs1 (stereo not drawn) | -0.1 | -0.3 | i | -0.2 | -2 | -5 | 2 | 1 | 2 | -7
35 | CC(=O)Nc1ccc(NC(=O)CSc2nnc(NC(=O)C3CC(=O)N(c4ccccc4)C3)s2)cc1 (stereo not drawn) | 0.4 | -0.1 | i | 0.2 | 4 | 2 | -2 | 0 | -2 | -2
36 | Cn1c2c(c(=O)n(C)c1=O)C(c1ccc(Br)cc1)C(C#N)=C(N)N2 (stereo not drawn) | 2.7 | 0.0 | i | -0.6 | 1 | -3 | 2 | 3 | 1 | -4
37 | O=C(/C=C/c1ccco1)N1CCN(S(=O)(=O)c2ccccc2)CC1 | 1.3 | -0.1 | i | 9.8 | 12 | 7 | 18 | 6 | 66* | 73*
38 | CCC1Oc2ccc(C)cc2N(CC(=O)NCCN2CCCCCC2)C1=O (stereo not drawn) | -0.3 | -0.6 | i | 0.1 | 5 | -2 | 1 | 1 | -9 | -5
39 | COc1ccc(N2CCN(c3nc4ccccc4n3CC(=O)c3ccccc3)CC2)cc1 | 0.4 | -0.3 | i | 2.6 | 0 | 3 | 3 | 12 | -9 | -11
40 | O=C(NC1CCCC1)C1c2ccccc2OCC(=O)N1CCc1c[nH]c2ccccc12 (stereo not drawn) | -0.8 | 0.0 | · | -2.3 | -2 | 1 | · | 8 | · | ·
41 | CCN1C(=O)Cc2cc(S(=O)(=O)N3CCOCC3)ccc21 | -1.3 | -0.3 | i | 0.1 | 1 | 1 | -1 | 0 | -10 | -7
42 | CCC(=O)N1CCN(c2ccc(NC(=O)c3cccs3)cc2)CC1 | 1.5 | -0.6 | i | -1.0 | -1 | -2 | -3 | 1 | -2 | -2
43 | Cc1ccc(CN2C(=O)CCC2(C)c2nnnn2Cc2ccccc2)cc1 (stereo not drawn) | 0.8 | -0.5 | · | -1.0 | -5 | -3 | · | 2 | · | ·
44 | Cc1ccc(OCC(=O)NNC(=S)NC(=O)c2cccs2)c(C)c1 | 0.4 | -0.4 | i | 1.1 | -1 | 8 | 2 | 11 | 1 | -6
45 | COC(=O)/C=c1/s/c(=C(/C#N)C(=O)N2CCCCC2)n(-c2ccccc2)c1=O | 1.7 | -0.2 | i | 0.2 | -12 | 2 | -2 | -14 | -2 | -2
46 | CCOc1nc(OCC)c2cnn(C)c2n1 | -0.9 | -0.9 | i | -1.8 | -7 | -6 | -4 | 0 | 1 | 17
